Bioassay records from PubChem.
human PMI inhibition = inhibitors of human PMI, primary screen, biochemical, fluorescence intensity, coupled assay (AID 1209). inhibition, % at 20 µM, or IC50 in µM where a hit was titrated. hit rate 0.42% among 190,000. purified PMI enzyme, coupled fluorescence intensity; higher % means a stronger effect;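 also: plate controls were DMSO vehicle for no effect and wells lacking substrate for full effect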
RSV antiviral HEp-2 = RSV antiviral activity via CPE protection, HEp-2 cells, primary 10 µM value included (AID 2391) | HEp-2 cells, RSV-induced CPE inhibition; higher % means a stronger effect | CPE inhibition, % at 10 µM, or IC50 in µM where a hit was titrated | hit rate 0.13% among 310,000; in the data active = a potency from the dose series; inconclusive = CPE inhibition mostly from about 23% at the one dose, without a potency; inactive = the rest, 99 in 100 with CPE inhibition below about 21%; also: strong numbers were not always called active
Myeloid diff 2 = compounds promoting myeloid differentiation; hit rate 1% among 360,000; AID 624256; ER-HoxA9 myeloid progenitors, lysozyme-GFP differentiation, flow cytometry; calls only at 10 µM;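 active = normalized GFP-positive differentiation at or above the plate's own cutoff, the solvent-only control mean plus 3 SD; inconclusive = no clear call, values can overlap the other calls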;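 also: cells exposed to compound for four days before flow analysis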
WT yeast gro inh = growth inhibition of WT yeast, mitochondrial fusion screen | hit rate 2.1% among 190,000 | mitochondrial fusion phenotypic screen, WT strain | inhibition, % at 10 µM; in the data active = inhibition above about 58%; tested in S. cerevisiae
XIAP antagonists = XIAP antagonists, biochemical, IAP family, fluorescence polarization (AID 1018); XIAP BIR domain, fluorescence polarization peptide displacement; higher % means a stronger effect; hit rate 0.007% among 200,000; one-dose displacement, % at 20 µM; IC50 in µM for titrated hits; in the data active = displacement above about 50%; also: a part of the inactive calls stands beside numbers as strong as those of hits
TNAP activators = human TNAP enzyme activators, primary screen, biochemical, luminescent, no phosphate acceptor, uHTS (AID 1001). activation fold at 20 µM, or EC50 in µM where a hit was titrated. hit rate 0.03% among 200,000. purified TNAP, luminescent activation assay, no phosphate acceptor; higher activation fold means a stronger effect; in the data active = activation fold from about 3, or a potency from the dose series; inactive = the rest, 99 in 100 with activation fold below about 1.6; also: many of its hits are not listed in these tables
PhoP inhibition = PhoP-dependent GFP reporter repression – Salmonella Typhimurium, primary screen (AID 1863); S. Typhimurium PhoP-regulated promoter GFP reporter, 4 h; higher % means a stronger effect; inhibition, % at 50 µM, or IC50 in µM where a hit was titrated; hit rate 0.16% among 300,000;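 active = inhibition over 29.93%, a cutoff 3 SD above the screen mean, later confirmed by dose response; inconclusive = inhibition over 29.93% but no dose response follow-up; inactive = inhibition at most 29.93% or unconfirmed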;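 also: 0% = low Mg2+ inducing control and 100% = high Mg2+ repressing control; strong numbers were not always called active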
SIAH1 antagonists = Siah-1 peptide-binding antagonists, primary screen, biochemical, fluorescence polarization, rhodamine-plectin, uHTS (AID 1817); hit rate 0.02% among 290,000; displacement, % at 20 µM, or IC50 in µM where a hit was titrated; Siah-1 / rhodamine-plectin peptide fluorescence polarization; higher % means a stronger effect;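 active = displacement of at least 50% at 20 µM, with a fluorescence ratio check between 0.3 and a set limit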;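 also: plate controls were Siah plus tracer with DMSO for no effect and tracer alone without Siah for full effect; strong numbers were not always called active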
PMI inhibition = human PMI inhibitors, high substrate, primary screen, biochemical, fluorescence intensity, high mannose 6-phosphate (AID 1220); inhibition, % at 20 µM, or IC50 in µM where a hit was titrated; recombinant PMI enzyme, coupled fluorescence intensity; higher % means a stronger effect; hit rate 0.66% among 190,000
WT yeast gro inh mutant strain = second read-out of WT yeast gro inh, no call of its own (marks repeat the call); inhibition, %; mitochondrial fusion phenotypic screen, mutant strain inhibition
Myeloid diff 2 GFP+ MAC1+ % = recorded beside Myeloid diff 2, whose call it bears; GFP+ MAC1+ double positive, %; measured here: differentiation confirmed by MAC1 staining
* marks the source's active call; other numbers are inactive results; i = inactive; ? = inconclusive; nt = no result given; + = active, no number; & = joins results of further samples. Rule as the data show it, unless noted: active = inhibition above about 50%; inactive = the rest.

SMILES	human PMI inhibition	RSV antiviral HEp-2	Myeloid diff 2	Myeloid diff 2 GFP+ MAC1+ %	WT yeast gro inh	WT yeast gro inh mutant strain	XIAP antagonists	TNAP activators	PhoP inhibition	SIAH1 antagonists	PMI inhibition
Cc1onc(-c2ccccc2Cl)c1C(=O)N1CCCCC1C(=O)O (stereo not given)	1%	-0.3%	i	1.4	9	8	-2.1%	1.2	4%	6%	0%
CCN1/C(=C2\C(=O)N(c3ccccc3)N=C2C)C=Cc2cc(C)ccc21	17%	0.8%	i	0.0	-4	-9	1.1%	1	2%	2%	3%
CCCC(=O)N(CCN1CCOCC1)c1nc2c(F)cc(F)cc2s1	nt	0.7%	i	1.9	nt	nt	nt	nt	-7%	3%	nt
COC(=O)CN1C(=O)S/C(=C/c2cc(C)n(C)c2C)C1=O	16%	-0.6%	i	0.4	12	22	-1.6%	1.1	-6%	-2%	26%
CN(C)S(=O)(=O)c1cccc(-c2nnc(SCc3ccc4c(c3)OCCO4)o2)c1	5%	-0.3%	i	0.7	28	10	-11%	1.1	-1%	-1%	-1%
CCCCCn1c(CN2CCCCC2C)nc2c1c(=O)n(C)c(=O)n2C (stereo not given)	8%	1.1%	i	0.6	8	-20	-4.4%	1	-1%	0%	4%
O=C(NC(=S)Nc1ccccc1Br)C1CC1	nt	2.7%	i	0.7	nt	nt	nt	nt	1%	-2%	nt
Cc1noc(C)c1S(=O)(=O)N1CCCC(C(=O)Nc2cccnc2)C1 (stereo not given)	4%	1.2%	i	1.6	-7	16	-1.9%	1.1	-2%	-2%	-2%
S=C1NCCOCCOCCOCCNC(=S)N2CCOCCOCCN1CCOCCOCC2	7%	0.0%	i	0.9	-22	20	-5.5%	1.1	2%	1%	7%
CS(=O)(=O)c1nc(-c2ccc(F)cc2)cc(C(F)(F)F)n1	-17%	nt	i	1.1	34	55	-4.6%	1	6%	8%	-14%
CCc1cccc2c(C=C(C#N)C#N)cn(CC(=O)N3CCCC3)c12	1%	0.0%	i	1.3	3	8	-4.6%	1	-6%	5%	4%
CCn1c(C)[n+](CC)c2ccc(C(=O)N(C)c3ccccc3)cc21	21%	0.0%	i	1.4	6	0	-0.3%	1.1	3%	10%	23%
O=C(O)c1cccc(N/N=C/c2ccc(-c3ccccc3)cc2)c1	-69%	nt	i	0.9	-1	-10	-1.4%	1.1	3%	14%	-171%
COc1cc(CCC(=O)N2CCN(c3ccc(N4CCOCC4)nn3)CC2)cc(OC)c1OC	2%	1.1%	nt	nt	-11	2	-5.3%	1.2	-5%	-3%	9%
CC(C)NC(=O)Cn1c(SCC(=O)N2c3ccccc3CC2C)nc2ccccc21 (stereo not given)	-3%	1.1%	i	3.5	-5	-1	-2.0%	1.2	5%	-3%	-5%
Cn1cc([N+](=O)[O-])c(C(=O)n2cccn2)n1	nt	-2.5%	i	0.5	nt	nt	nt	nt	-4%	2%	nt
COC(CNC(=O)c1cnn2c(C)c(Cc3ccccc3)c(C)nc12)OC	-11%	2.1%	i	1.1	10	15	-1.4%	1	12%	2%	-6%
CCc1cccc(NC(=O)CCc2c(C)nn(-c3ccc(N4CCCCC4)nn3)c2C)c1	nt	1.9%	i	0.9	nt	nt	nt	nt	-4%	-5%	nt
COc1ccc(Cl)c(Cn2c(NCCCO)nc3c2c(=O)n(C)c(=O)n3C)c1	2%	-0.1%	i	1.2	-9	-7	-2.8%	1.1	-11%	3%	4%
O=C(NCCc1ccc(F)cc1)c1cccc(NC(=O)c2ccccc2)c1	nt	3.3%	i	0.5	nt	nt	nt	nt	5%	3%	nt
CC(C)CN1CCN(C2CCN(C(C)C)CC2)C(CCO)C1 (stereo not given)	2%	nt	nt	nt	4	4	-3.0%	1.2	9%	0%	1%
Cn1ccnc1SCC(=O)c1ccc(Br)cc1	14%	-0.6%	i	6.8	67*	23*	-2.8%	1.2	-1%	-2%	7%
NC(=O)c1cc([N+](=O)[O-])ccc1N1CCN(Cc2ccccc2)CC1	nt	4.3%	i	1.6	nt	nt	nt	nt	8%	1%	nt
COc1ccccc1N1CCN(C(=O)c2nn(C)c3c2CS(=O)(=O)c2ccccc2-3)CC1	nt	5.2%	i	3.2	nt	nt	nt	nt	3%	6%	nt
Nc1nc(SCc2cccc(Br)c2)n[nH]1	nt	-0.1%	i	0.7	nt	nt	nt	nt	-3%	-6%	nt
CCn1c2ccc(Cl)cc2c2nc3ccccc3nc21	-4%	18%	nt	nt	10	-3	-3.5%	1	28%	6%	-10%
CC(=O)N(O)CCCCCNC(=O)CCC(=O)N(O)CCCCCNC(=O)CCC(=O)N(O)CCCCCN	-44%	-3.4%	i	3.0&1.7	13	-7	-7.1%	1.9	1%	2%	-43%
O=C(COC(=O)c1ccc(Cl)nc1)Nc1ccccc1OC(F)F	-7%	1.3%	nt	nt	-17	12	-1.5%	1.1	-8%	2%	-5%
COc1ccc(-c2cc(C(=O)Nc3cnn(Cc4ccccc4C)c3)no2)cc1OC	9%	-1.1%	i	6.4	-4	-9	-27%	1.1	9%	7%	7%
Cc1ccc(NC(=O)c2cccc(F)c2)cc1S(=O)(=O)N1CCCCCC1	-10%	1.1%	i	0.0	7	20	-6.8%	1.1	1%	0%	2%
O=C(CC1C(=O)NCCN1Cc1cccc(F)c1)NCCCN1CCCC1=O (stereo not given)	nt	1.8%	i	0.4	nt	nt	nt	nt	-10%	3%	nt
CCCCOC(=O)c1ccc(NC(=O)Nc2ccc(OC)c(OC)c2)cc1	3%	19%	i	0.6	13	34	-5.2%	1.2	-19%	0%	0%
Cn1c2ccccc2c2cc(/C=N/NC(=O)c3cc(O)ccc3O)ccc21	nt	5.0%	i	0.9	nt	nt	nt	nt	2%	96%	nt
COc1ccc(Nc2c(-c3ccco3)nc3ccc(C)cn23)cc1	-6%	0.5%	+	16*	8	23	5.5%	1.2	-6%	-3%	36%
CC(c1n[nH]c(=S)n1-c1ccc(Cl)cc1)N(C)C (stereo not given)	0%	1.5%	i	0.8	-6	-8	-1.4%	1	6%	0%	9%
O=C(N/N=C/C=C\c1ccccc1[N+](=O)[O-])c1ccco1	5%	-0.1%	i	0.3	7	14	-4.0%	1.1	2%	13%	5%
O=C(Nc1ccc(S(=O)(=O)Nc2ccccn2)cc1)C(F)(F)F	-20%	3.0%	i	0.4	-11	7	-4.9%	1.1	10%	1%	-12%
COc1nc(N=C(N)N)nc2c(C)cccc12	-2%	-2.7%	i	1.1	13	-4	-4.8%	1	6%	0%	-15%
CCn1c(SCC(=O)Nc2nccs2)nnc1-c1ccccn1	nt	1.4%	i	0.6	nt	nt	nt	nt	-4%	-2%	nt
Cc1cc(C)cc(N(C(=O)c2csnn2)C(C(=O)NC2CCCC2)c2ccccn2)c1 (stereo not given)	nt	0.9%	i	0.6	nt	nt	nt	nt	1%	0%	nt
CC(C)CC(=O)c1c[nH]c(C(=O)N2CCN(Cc3ccccc3)CC2)c1	-16%	-1.6%	i	0.6	-15	20	-4.2%	1.1	-7%	-3%	-2%
COc1nccnc1NS(=O)(=O)c1ccc(NCc2ccccc2O)cc1	nt	1.4%	i	2.8	nt	nt	nt	nt	0%	0%	nt
O=C(Nc1cccc(-c2ccc(N3CCCCC3)nn2)c1)C(F)(F)F	nt	-0.7%	i	4.1	nt	nt	nt	nt	-6%	-3%	nt
COc1ccc(NC2CCCN(C(=O)c3cccnc3SC)C2)cc1OC (stereo not given)	nt	2.5%	i	0.0	nt	nt	nt	nt	13%	1%	nt
COc1ccc(OCCSc2nnc(C(C)NC(=O)c3ccccc3F)n2C)cc1 (stereo not given)	0%	-0.2%	i	0.4	14	14	-4.8%	1.1	3%	2%	34%
CCOC(=O)CN1N=C(/C=C/c2ccc(OCC)cc2)CCC1=O	-6%	3.7%	i	0.1	-10	13	-6.8%	1	-9%	1%	-10%
Cc1ccc2c(c1)NC(c1cccs1)C1=C(CC(C)(C)CC1=O)N2 (stereo not given)	-4%	0.7%	i	0.7	5	4	-4.7%	1.2	-8%	8%	3%
CCCn1c(SCC(=O)Nc2sc(C)c(C)c2C(=O)OCC)nc2c1c(=O)n(C)c(=O)n2C	-9%	-1.1%	i	0.5	-42	-5	-6.9%	1	-11%	1%	8%
CC(=O)c1cn(N(C)c2ncc(C(F)(F)F)cc2Cl)c(=O)[nH]c1=O	-4%	-0.5%	i	0.2	-18	12	-7.6%	1.1	-3%	2%	6%
O=C(NCC1CCCO1)NC1(C(F)(F)F)Oc2ccccc2O1 (stereo not given)	12%	0.2%	i	0.0	6	5	-4.3%	0.8	-12%	-1%	16%
Cc1nc2ncccn2c1-c1csc(Nc2ccc(N(C)C)cc2)n1	5%	nt	?	nt	5	5	-1.1%	1	5%	1%	27%
COC(=O)c1ccc(NC(=O)CSc2nnc(COc3ccccc3)n2C)cc1	11%	0.2%	i	1.3	14	17	-4.5%	1.1	-6%	2%	8%
COc1ccc(C(=O)N/N=C/c2cn[nH]c2-c2ccc(OC)cc2OC)cc1	-6%	3.2%	i	1.8	0	-12	-5.7%	1.5	-4%	-3%	-3%
CS(=O)(=O)c1ccc(Cl)c(NC(=O)CSc2nncn2-c2ccccc2)c1	nt	0.3%	i	3.1	nt	nt	nt	nt	2%	5%	nt
Cc1noc2ncnc(Sc3c(Cl)cccc3Cl)c12	2%	17%	i	0.2	-2	15	-5.1%	1	6%	-1%	3%
Cc1cc(=O)[nH]c(S/C=C/c2ccccc2)n1	4%	0.9%	i	0.7	7	-4	0.7%	1.1	0%	0%	1%
O=C(O)COn1c(-c2ccccc2)nc2ccc(Cl)cc21	-4%	1.0%	i	0.6	17	16	-0.9%	1.1	-5%	5%	-3%
COc1ccc(-n2c(O)c(C=NCc3ccccn3)c3ccccc3c2=O)c(OC)c1	nt	0.0%	i	0.8	nt	nt	nt	nt	-10%	3%	nt
COc1ccc(C(=O)Oc2cccnc2)cc1OC	0%	0.8%	i	1.2	17	18	-11%	1.1	-5%	4%	-6%
O=C(NC1CCCCC1)C(c1cccnc1)N(C(=O)CCl)c1ccccc1Cl (stereo not given)	-2%	2.9%	i	0.2	-12	-10	-18%	1.1	1%	3%	-15%
O=C(C1=C[C@@H](c2csc3ccccc23)C[C@@H](OCCCCO)O1)N1CCN(Cc2ccc3c(c2)OCO3)CC1	15%	3.9%	i	1.8	19	7	-2.8%	1	2%	-1%	7%
